TRHR enhancer: qHTS for Small Molecule Agonists and Allosteric Enhancers of Human TRH Receptor: Primary Screen for Enhancers; Thyrotropin-releasing hormone receptor (Homo sapiens), P34981; TRHR cells, fluo-8 calcium fluorescence, EC20 TRH enhancement; enhancement, % at 2 µM; 360,000 compounds, 0.66% hits; in the data active = enhancement above about 30%; note: 0% is about no effect
Target sequence (P34981 whole entry, looked up): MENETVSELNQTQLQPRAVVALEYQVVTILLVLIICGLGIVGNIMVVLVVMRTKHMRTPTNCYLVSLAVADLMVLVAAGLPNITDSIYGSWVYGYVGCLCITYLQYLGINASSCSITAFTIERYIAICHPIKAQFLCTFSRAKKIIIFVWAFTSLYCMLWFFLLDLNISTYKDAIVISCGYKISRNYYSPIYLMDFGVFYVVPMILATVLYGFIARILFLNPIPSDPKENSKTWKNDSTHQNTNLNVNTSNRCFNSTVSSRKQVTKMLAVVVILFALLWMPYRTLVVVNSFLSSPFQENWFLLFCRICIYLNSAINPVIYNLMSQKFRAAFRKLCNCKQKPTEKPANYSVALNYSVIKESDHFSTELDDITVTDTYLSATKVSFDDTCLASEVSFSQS
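TRHR-expressing cells loaded with fluo-8 calcium dye were read kinetically (ex 480/em 530) during compound addition, then stimulated with an EC20 of TRH (10 nM final). Enhancement of the Gq-mediated intracellular calcium response was scored.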
IDH1 R132H inh: qHTS for Inhibitors of mutant isocitrate dehydrogenase 1 (IDH1): qHTS; Potency, µM (top dose mostly 76.6 µM), without a hit: top-dose activity change, negative = inhibition, hits mostly inhibitors; Isocitrate dehydrogenase [NADP] cytoplasmic (Homo sapiens), O75874; AID 602179, 2012; IDH1-R132H enzyme, NADPH consumption, diaphorase/resazurin fluorescence; 390,000 compounds, 0.093% hits; note: potency is the fitted concentration of half-maximal effect; % is set by controls: 0 for no effect and ±100 for the full control effect; nearly all actives have a fitted effect of over 65% in size
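IDH1-R132H (0.5 ug/mL) preincubated 30 min with compound, then NADPH (0.016 mM) and alpha-KG (2 mM) added; 80 min at RT, pH 7.5. Remaining NADPH coupled via diaphorase/resazurin to fluorescence (540/590 nm); concentration-response curves normalized to no-enzyme control.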
TrxR1 inh: qHTS Assay for Inhibitors of Mammalian Selenoprotein Thioredoxin Reductase 1 (TrxR1): qHTS | Thioredoxin reductase 1, cytoplasmic (Rattus norvegicus), O89049 | recombinant rTrxR1, NADPH fluorescence consumption, selenite substrate | Potency, µM (titrated, usually from 114 µM), inactives show at the top dose activity change, negative = inhibition, usual class: inhibitors | 390,000 compounds, 1% hits | AID 588453, 2011; note: potency is the fitted concentration of half-maximal effect; % is set by controls: 0 for no effect and ±100 for the full control effect; nearly all actives have a fitted effect of over 65% in size
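Rat TrxR1 (90 nM in the dispensed reagent) was pre-reduced with 400 uM NADPH for 5 min at room temperature, then incubated with compound for 15 min. After 400 uM selenite was added, NADPH fluorescence (Ex 340/Em 450 nm) was followed for 8 min.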
D2 agonist: HTS Assay for Allosteric Agonists of the Human D2 Dopamine Receptor: Primary Screen for Agonists; D(2) dopamine receptor (Homo sapiens), P14416; HEK293 T-REx D2 cells, calcium flux agonist mode; activation, % at 2 µM; 340,000 compounds, 0.53% hits; AID 485358, 2010;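 active = activation over 3 SD above normal in the single-dose calcium agonist read, cut at about 30% in these data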; note: 0% is about no effect
Target sequence (P14416 whole entry, looked up): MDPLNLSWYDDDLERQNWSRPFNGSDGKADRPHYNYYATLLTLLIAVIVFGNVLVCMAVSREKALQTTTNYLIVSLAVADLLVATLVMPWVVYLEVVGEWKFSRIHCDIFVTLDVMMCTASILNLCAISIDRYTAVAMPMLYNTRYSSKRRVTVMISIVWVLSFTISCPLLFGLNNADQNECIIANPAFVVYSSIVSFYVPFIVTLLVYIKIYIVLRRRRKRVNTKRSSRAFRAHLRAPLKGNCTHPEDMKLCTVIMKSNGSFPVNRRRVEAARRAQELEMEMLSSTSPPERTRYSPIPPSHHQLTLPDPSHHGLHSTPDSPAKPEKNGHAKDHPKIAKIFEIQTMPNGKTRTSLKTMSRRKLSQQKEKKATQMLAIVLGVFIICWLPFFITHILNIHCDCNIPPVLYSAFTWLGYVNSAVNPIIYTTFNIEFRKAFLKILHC
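Tetracycline-induced HEK293 T-REx cells with force-coupled D2 receptor, plated overnight at 30 C, loaded with no-wash calcium dye. After a 10 s baseline, compound was pin-added and calcium flux read kinetically for 180 s; calcium rises flagged agonists.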
USP1-UAF1 inh: Inhibitors of USP1/UAF1: Primary Screen; 390,000 compounds, 0.23% hits; recombinant USP1/UAF1, Ub-Rhodamine cleavage fluorescence; Potency, µM (series often up to 57.1 µM), for inactives: top-dose activity change, negative = inhibition, hits mostly inhibitors; AID 743255, 2014; note: potency is the fitted concentration of half-maximal effect; % is set by controls: 0 for no effect and ±100 for the full control effect; nearly all actives have a fitted effect of over 60% in size; inactives centre near -12
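1 nM enzyme complex + cpd, 15 min RT; start with Ub-Rho 150nM final; kinetic fluorescence ex 480/em 540, 6 reads q60 s. Buffer 50mM HEPES pH 7.8, 0.5mM EDTA, 0.1 mg/ml BSA, 1mM TCEP, 0.01% Tween-20.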
PI4K2A inh: qHTS for small molecular inhibitors of PI4K2A; AID 1346378, 2018; purified PI4K2A, ADP-Glo luminescence, 1 h; hits give low values; Phosphatidylinositol 4-kinase type 2-alpha (Homo sapiens), Q9BTU6; 420,000 compounds, 0.13% hits; activity change, negative = inhibition, % at 76.9 µM; in the data active = activity change below about -50%; inconclusive = mostly about -30% to -49%;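 note: -100% = wells without enzyme as full effect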
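ADP-Glo luminescence measured ADP generated by PI4K2A enzyme (4 ug/mL before mixing) with 1.2 mM PI substrate (pre-mix) and 300 microM ATP (pre-mix). Tris pH7.5 buffer with MgCl2, Triton X-100; 1 h reaction at ambient temperature.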
TRHR ag: qHTS for Small Molecule Agonists and Allosteric Enhancers of Human TRH Receptor: Primary Screen for Agonists. activation, % at 2 µM. TRHR cells, calcium flux fluo-8, FDSS agonist mode. 360,000 compounds, 0.18% hits. AID 493084, 2011; in the data active = activation above about 30%; note: 0% is about no effect
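TRHR-expressing cells loaded with fluo-8 calcium dye; 23 nL library compound pin-transferred, kinetic FDSS fluorescence (Ex 480/Em 530) recorded about 180 s for agonist-induced calcium release, before a 10 nM TRH EC20 addition for potentiator mode.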
D2 antagonist: HTS Assay for Allosteric Antagonists of the Human D2 Dopamine Receptor: Primary Screen for Antagonists; D(2) dopamine receptor (Homo sapiens), P14416; HEK293 TREx D2 cells, calcium flux, dopamine EC80; inhibition, % at 10 µM; 340,000 compounds, 2% hits; AID 485344, 2010; in the data active = inhibition above about 30%; note: 0% is about no effect
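Calcium mobilization kinetics were recorded at 1 s intervals in tetracycline-induced HEK293 T-REx D2 cells, first for 180 s after compound addition and then 180 s after EC80 dopamine.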
TrxR1 substrate: qHTS Assay for Substrates of Mammalian Selenoprotein Thioredoxin Reductase 1 (TrxR1): qHTS; purified TrxR1 substrate turnover, NADPH consumption readout; Potency, µM (doses to about 114 µM), for the others: top-dose activity change, negative = substrate turnover; 390,000 compounds, 0.01% hits; note: potency is the fitted concentration of half-maximal effect; % is set by controls: 0 for no effect and ±100 for the full control effect; nearly all actives have a fitted effect of over 50% in size
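Rat TrxR1, dispensed at 90 nM, was prereduced with 400 uM NADPH (final) for 5 min at ~22 deg C, then incubated with compound 15 min before 400 uM selenite. A first-read NADPH fluorescence drop versus no-compound background flagged substrates.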
* marks the source's active call; other numbers are inactive results; u = inconclusive; x = no result given; [ ] = another dose, or the depositor's remark. Unless noted, calls come from the whole dose curve; as a rule, active = well fitted inhibition curve with a large enough effect; inconclusive = small, poorly fitted or top-dose-only effect; inactive = no such curve, though single readings can be large or run the other way.

Each structure is followed by: TRHR enhancer	IDH1 R132H inh	TrxR1 inh	D2 agonist	USP1-UAF1 inh	PI4K2A inh	TRHR ag	D2 antagonist	TrxR1 substrate
> CCOC(=O)c1c(C)[nH]c(C(=O)COC(=O)c2cnccn2)c1C
→ 0	4%	2%	0.2	-24%	4	-0.1	-30	-5%
> Cc1ccc2c([N+](=O)[O-])c(C)ccc2n1
→ 6	-4%	1%[57.1 µM]	-0.1	-6%	5	-1.4	-7	-2%[57.1 µM]
> CCO[C@@H]1OC(C(=O)Nc2ccccc2)=C[C@H](C)[C@H]1CCCO
→ x	4%	15%	x	u	3	x	x	2%
> O=C(c1ccc(-n2cccc2)cc1)N1CCCCC1
→ 5	2%	21%[57.1 µM]	1.2	-11%	1	-1.3	0	14%[57.1 µM]
> CCN(CC)S(=O)(=O)c1nnc(NC(=O)COc2ccccc2F)s1
→ 8	x	-4%	0.5	-13%	0	0.2	x	-12%
> CC(C)Oc1ccc(C(=O)OCC(=O)N2CCCc3ccccc32)cc1
→ 2	7%	1%	0.3	-27%	-4	-0.1	7	-7%
> CCN1/C(=C\c2ccc3ccccc3[n+]2CC)Sc2cc(C)ccc21
→ 5	7%	-1%	28	u	-8	35*	-14	-9%
> O=C(CSc1nc2ccccc2c(=O)[nH]1)Nc1ccc(N2CCOCC2)c(Cl)c1
→ 7	-4%	26%[57.1 µM]	-1.3	-10%	6	0.4	13	6%[57.1 µM]
> O/N=C\c1ccc2noc(-c3ccc(Cl)cc3)c2c1
→ 2	3%	22%	1.2	-2%	-7	1.2	-2	3%
> O=C(CCN1C(=O)/C(=C/c2ccccc2Cl)SC1=S)NC1CCCC1
→ -3	0%	15%	-0.9	-11%	-2	-0.3	19	3%
> COCCN(C(=O)CCC(=O)Nc1cc(C)on1)C(C(=O)NC(C)(C)C)c1cccc(OC)c1OC (stereo not given)
→ -4	1%	28%[57.1 µM]	0.2	-26%	3	-0.1	1	-12%[57.1 µM]
> C=C1c2cc(C)c(C)cc2NC(=O)N1c1ccccc1
→ -1	-8%	-10%[57.1 µM]	0.1	u	1	0.2	6	12%
> Cc1ccn2cc(-c3ccc(NC(=O)c4ccco4)cc3)nc2c1
→ -8	7%	0%	-1.1	-21%	-14	-1.8	0	1%
> CC(NC(=O)C(Cc1ccccc1)n1cccc1)c1ccccc1 (stereo not given)
→ -3	11%	13%	-0.3	-21%	-1	-0.1	-4	-1%
> O=C(NC1CCCCC1)OCCN1CCN(Cc2ccccc2)CCC1=O
→ 2	x	x	-2.3	x	x	-1.0	-13	x
> CC(=O)Nc1ccc(NC(=O)CSc2nnc(NC(=O)c3cccc(F)c3)s2)cc1
→ 4	1%	14%	0.1	-22%	0	0.3	0	3%
> O=C1CC(c2ccccc2)CC(O)=C1C=NCCN1CCOCC1 (stereo not given)
→ 1	-1%	-40%[57.1 µM]	0.4	0%	-4	0.3	-7	7%[57.1 µM]
> Nc1ccccc1-c1nnc(SCc2ccccc2Cl)[nH]c1=O
→ -3	-6%	16%	-0.1	-12%	-1	0.1	-6	6%
> CCOC(=O)c1sc(NC(=O)CSc2nccc(C)n2)nc1C
→ -2	0%	3%	-0.9	-16%	3	0.3	3	-5%
> CCOC(=O)c1c(C)[nH]c(C(=O)NCc2ccccn2)c1C
→ -6	4%	15%	0.0	-17%	-2	-0.2	8	1%
> c1ccc(N/N=C2\CCCc3ccccc32)nc1
→ -5	6%	20%[57.1 µM]	0.2	-21%	-2	-0.6	-9	-10%
> COc1ccc(C2=NC3(CCCCCC3)N(CC(=O)Nc3cccc(Cl)c3)C2=O)cc1
→ -2	x	16%	-0.2	-23%	-7	1.8	x	2%
> c1ccc(-c2nnc(CSc3nnc(-c4ccncc4)n3Cc3ccco3)o2)cc1
→ 4	2%	13%	0.6	-20%	4	0.2	2	5%
> Cc1ccccc1C(=O)NC(C(=O)Nc1nc2c(s1)CCCC2)C(C)C (stereo not given)
→ -3	1%	-2%	-0.4	-13%	1	0.7	-7	-12%
> O=C(NN=C1CCC(c2ccccc2)CC1)c1ccccc1-n1cccc1 (stereo not given)
→ 18	2%	2%	-0.2	-16%	-3	-0.1	6	4%
> Cc1ccc(N2C(=O)C3CCCN3C2=S)cc1 (stereo not given)
→ 0	1%	12%	-0.3	-16%	-4	-0.2	-14	3%
> COc1ccc(C(=O)NC(C)CCCC(C)(C)O)cc1OC1CCN(C(C)=O)CC1 (stereo not given)
→ 2	6%	10%	-0.3	-8%	-3	0.8	2	9%
> CC(=O)c1ccc(OC2OCCOC2Oc2ccc(C(C)=O)cc2)cc1 (stereo not given)
→ -1	10%	17%	-1.0	-19%	10	0.0	-8	1%
> COc1ccc(CCNC(=O)CSc2n[nH]c(C)c2[N+](=O)[O-])cc1OC
→ -4	20%	7%	0.2	-5%	4	-2.2	0	-3%
> CC(=O)Oc1ccc(N2C(=O)CCC2=O)cc1
→ 0	1%	7%[11.4 µM]	0.3	-16%	6	-0.3	0	7%[57.1 µM]
> COc1ccc(/C=C(\C#N)C(=O)OCC(=O)N(C)C2CCS(=O)(=O)C2)cc1 (stereo not given)
→ 4	-2%	u	-0.3	1%	0	0.6	26	-23%
> CC(=O)Nc1ccc(OCC(=O)NCc2ccc(C)cc2)cc1
→ 6	-1%	24%	0.9	-21%	-1	-0.6	11	4%
> Cc1cccc(/C=N/NC(=O)c2cc(Br)ccc2OCc2ccccc2)n1
→ 0	1%	5%	0.4	-41%	1	-0.2	-4	-6%
> Cc1ccc(-c2noc(-c3ccccc3C(=O)NCc3ccco3)n2)cc1
→ -4	10%	-4%	-1.3	-19%	-1	-1.1	11	2%
> Cc1oc(C(C)(C)C)cc1C(=O)Nc1cccc(/C=C\C(=O)O)c1
→ -4	6%	-1%	-1.7	-13%	-6	-0.7	-4	3%
> Cc1nn(CC(=O)N(C)C)c(C)c1S(=O)(=O)N1CCOCC1
→ -9	-5%	24%	0.7	-19%	-18	3.3	-19	8%
> COc1ccc(/C=N/Nc2nc(=O)[nH]nc2C)cc1OC
→ 2	0%	-28%	-1.3	-5%	-19	-0.7	-5	-20%
> Cc1cc(C)cc(OCC(=O)NNC(=O)c2ccccn2)c1
→ 1	-10%	20%	1.1	-16%	-20	-0.2	26	-2%
> CCC(C)NC(=O)c1cc2c(=O)n(CC)c3ccccc3c2s1 (stereo not given)
→ 58*	5%	15%[57.1 µM]	-0.8	-23%	-14	-1.4	-22	77%
> COC(=O)[C@H](Cc1ccccc1)NC(=O)O[C@@H]1C(=O)c2cc(OC)ccc2O[C@H]1c1ccc(OC)c(Br)c1
→ -2	x	x	1.3	x	x	1.5	21	x
> Cc1ccc(CN2C(=O)CNC2=S)cc1
→ 8	2%	18%	-0.3	-20%	-1	-0.5	0	4%
> O=C(c1cccs1)N1CCN(c2ccccc2)CC1
→ -7	10%	11%	-0.2	-25%	-4	0.9	31*	5%
> CCOC(=O)C1=C(C)N(CC)C(=S)NC1c1ccccc1OC(F)F (stereo not given)
→ -3	-8%	-10%[57.1 µM]	2.2	-5%	-5	-0.2	-2	-5%[57.1 µM]
> Clc1ccccc1-c1nn2c(Cn3cnc4ccccc43)nnc2s1
→ -5	1%	1%	0.8	-19%	-2	-0.4	6	9%

3 entries out of the list, sorted by SMILES length, smallest number first.
Each structure is followed by: TRHR enhancer	IDH1 R132H inh	TrxR1 inh	D2 agonist	USP1-UAF1 inh	PI4K2A inh	TRHR ag	D2 antagonist	TrxR1 substrate
> Cc1ccc(CN2C(=O)CNC2=S)cc1
→ 8	2%	18%	-0.3	-20%	-1	-0.5	0	4%
> CCC(C)NC(=O)c1cc2c(=O)n(CC)c3ccccc3c2s1 (stereo not given)
→ 58*	5%	15%[57.1 µM]	-0.8	-23%	-14	-1.4	-22	77%
> COC(=O)[C@H](Cc1ccccc1)NC(=O)O[C@@H]1C(=O)c2cc(OC)ccc2O[C@H]1c1ccc(OC)c(Br)c1
→ -2	x	x	1.3	x	x	1.5	21	x

Screening data deposited in PubChem BioAssay by National Center for Advancing Translational Sciences (NCATS).
